# Assay outcomes as filed in PubChem.
# CHRM5 antagonist: blocks acetylcholine activation of human M5 receptor | inhibition, % at 3 µM | CHO-hM5 cells, Fluo-8 calcium fluorescence, ACh EC80 | AID 624040 | actives 0.59% (n = 360,000);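 active = inhibition above a per-plate cutoff, the mean of that plate's test compounds plus 3 SD, cut at about 27% in these data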;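 also: 0% = acetylcholine EC80 with DMSO and 100% = DMSO without agonist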
# Target sequence (P08912 whole entry, looked up): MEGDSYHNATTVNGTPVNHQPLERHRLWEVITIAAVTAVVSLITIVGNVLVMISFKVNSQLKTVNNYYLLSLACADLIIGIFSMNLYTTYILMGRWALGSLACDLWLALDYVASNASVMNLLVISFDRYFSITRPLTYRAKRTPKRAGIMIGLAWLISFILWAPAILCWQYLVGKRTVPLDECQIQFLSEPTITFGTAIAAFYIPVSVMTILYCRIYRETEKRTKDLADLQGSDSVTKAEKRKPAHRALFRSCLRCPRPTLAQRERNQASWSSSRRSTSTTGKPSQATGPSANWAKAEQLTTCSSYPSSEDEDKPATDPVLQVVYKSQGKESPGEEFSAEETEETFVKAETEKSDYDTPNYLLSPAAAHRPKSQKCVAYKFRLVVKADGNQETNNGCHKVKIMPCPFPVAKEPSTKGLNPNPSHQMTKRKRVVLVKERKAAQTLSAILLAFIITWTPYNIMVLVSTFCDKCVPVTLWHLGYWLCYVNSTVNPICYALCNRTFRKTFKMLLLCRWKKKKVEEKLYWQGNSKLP
# CHRM5 agonist: CHRM5 agonism in calcium assay; actives 0.19% (n = 360,000); CHO-K1 hM5 cells, Fluo-8 calcium fluorescence; 0% DMSO wells, 100% maximal acetylcholine response; activation, % at 3 µM; P08912;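 active = activation above the run's mean over test compounds plus 3 SD, cut at about 23% in these data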;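 also: signal is peak over basal fluorescence ratio across the kinetic read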
# CHRM4 PAM: positive allosteric modulators of human muscarinic M4 receptor; activation, % at 3 µM; actives 0.4% (n = 360,000); CHO-K1 hM4/Gqi5, Fluo-8 calcium fluorescence, ACh EC20; 0% = ACh EC20, 100% = maximal ACh;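 active = activation above its plate's cutoff, the mean activation of sample wells plus 3 SD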; also: some results filed as inactive read as strong as hits
# Target sequence (P08173 whole entry, looked up): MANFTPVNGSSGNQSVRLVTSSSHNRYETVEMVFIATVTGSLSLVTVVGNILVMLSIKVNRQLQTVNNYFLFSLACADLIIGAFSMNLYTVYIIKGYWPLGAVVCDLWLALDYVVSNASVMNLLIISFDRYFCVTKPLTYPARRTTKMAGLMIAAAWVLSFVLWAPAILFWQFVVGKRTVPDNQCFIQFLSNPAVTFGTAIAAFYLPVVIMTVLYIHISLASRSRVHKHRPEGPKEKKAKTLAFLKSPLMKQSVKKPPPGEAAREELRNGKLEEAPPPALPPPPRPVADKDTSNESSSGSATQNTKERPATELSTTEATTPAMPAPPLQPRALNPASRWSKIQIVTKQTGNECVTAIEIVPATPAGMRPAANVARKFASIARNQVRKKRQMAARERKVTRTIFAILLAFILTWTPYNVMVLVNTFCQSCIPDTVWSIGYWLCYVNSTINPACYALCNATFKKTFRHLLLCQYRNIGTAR
# IDE cell inh: inhibitors of human insulin-degrading enzyme in cells. P14735. HEK cells, FAbetaB cleavage, fluorescence polarization. inhibition, % at 5.59 µM. actives 0.41% (n = 320,000);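 active = percent inhibition above the average of all tested compounds plus 3 SD, set per screening campaign, cut at about 16% in these data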;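 also: IDE supplied by intact live HEK cells; FP after avidin binding of uncleaved biotin substrate so inhibition keeps polarization high; 0% = DMSO wells and 100% = 60 µM reference IDE inhibitor Ii1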
# M4 antag: antagonists of human muscarinic M4 receptor (CHRM4); P08173; CHO-hM4 cells, ACh EC80, Fluo-8 calcium fluorescence; inhibition, % at 3 µM; actives 0.73% (n = 360,000); AID 624125;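 active = inhibition above its plate's cutoff, the mean inhibition of sample wells plus 3 SD, cut at about 27% in these data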;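 also: 0% = acetylcholine EC80 with DMSO and 100% = DMSO without agonist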
# CRFBP-R2 block: blocks CRF-induced signaling of the CRF-BP/CRF-R2 complex | HEK293 CRF-R2/CRF-BP, CRF-induced calcium fluorescence | inhibition, % at 11.8 µM | actives 0.59% (n = 350,000) | AID 588475;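 active = inhibition of the ligand-induced calcium signal above about 50% at the single tested concentration, limit read from the data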
# CHRM5 PAM: potentiates acetylcholine response at human M5 receptor; AID 624038; actives 0.3% (n = 360,000); activation, % at 3 µM; CHO-K1 hM5, Fluo-8 calcium, ACh EC20 PAM; 0% = ACh EC20, 100% = ACh EC100; P08912;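 active = activation above the run cutoff, the mean activation of all test compounds plus 3 SD, cut at about 18% in these data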
#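 Probe or stimulus: acetylcholine, EC20 level; Assay system: human M5 receptor in CHO-K1 cells; Schedule: compound preincubation 140 s before EC20 acetylcholine addition; Technique: intracellular calcium via Fluo-8 fluorescence; Dosing: single-point, 3 µM nominal; Read-out basis: percent activation from peak-over-basal fluorescence ratio, scaled EC20-to-EC100 acetylcholine; Repeats: one well per compound, no replicates.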
# CRFBP-R2 agonist: CRF-BP/CRF-R2 complex agonism | HEK293 CRF-R2/CRF-BP, calcium dye fluorescence (FLIPR); percent of saturating CRF peptide response | activation, % at 13.2 µM | actives 0.46% (n = 350,000);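 active = activation of at least 50%, plus an integration ratio under a set limit after plate pattern correction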;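 also: plate controls were neutral control wells without compound for no effect and CRF at EC100 for full effect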
# M4 ag: agonists of human muscarinic M4 receptor (CHRM4); activation, % at 3 µM; AID 624127; CHO-K1 hM4/Gqi5, Fluo-8 calcium fluorescence; vehicle 0%, full acetylcholine response 100%; actives 0.14% (n = 360,000);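 active = activation above the run mean over all test wells plus 3 SD, cut at about 32% in these data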;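 also: peak over basal fluorescence ratio per well then scaled between controls; 0% = DMSO wells and 100% = acetylcholine at EC100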
# * hit, by the source's call; · = not tested or not shown.
SMILES,CHRM5 antagonist,CHRM5 agonist,CHRM4 PAM,IDE cell inh,M4 antag,CRFBP-R2 block,CHRM5 PAM,CRFBP-R2 agonist,M4 ag
CN(CC(=O)NCc1ccco1)S(=O)(=O)c1ccc2c(c1)n(C)c(=O)c(=O)n2C,14,0,-7,-2,0,1,-9,-1.5,0
Cc1ccc(S(=O)(=O)N[C@@H](CC(C)C)C(=O)N2CCC(C(=O)N[C@@H](Cc3ccccc3)C(=O)O)CC2)cc1,6,3,4,12,-2,5,-2,1.9,1
CCN(CC)CCCn1c2c(c(SCC(=O)Nc3ccc(C)c(F)c3)nc1=O)CCC2,0,-7,-7,-1,8,-2,2,0.8,0
O=C(CSc1nc2cc(S(=O)(=O)N3CCOCC3)ccc2o1)NC1CCCc2ccccc21 (configuration not stated),-4,-11,-5,4,-6,11,-16,-0.6,4
COc1ccc(CNC(=O)C(c2ccc(C)o2)N(C(=O)c2snc(C(N)=O)c2N)c2ccccc2OC)cc1 (configuration not stated),2,-2,-1,4,-14,-4,0,-0.1,4
CC(O)(c1cccnc1)c1nc(-c2ccoc2)cs1 (configuration not stated),-4,1,-4,·,-1,·,-3,·,1
CCOC(=O)c1c(C)[nH]c(C)c1S(=O)(=O)NC1CCN(C(=O)OCC)CC1,10,-5,-3,1,0,-3,-8,-0.3,0
O=C(CC1Sc2ncnn2C1=O)Nc1ccccc1 (configuration not stated),7,3,4,-1,13,0,2,0.7,2
N#Cc1cc2c(nc1SCC(=O)Nc1nccs1)CCCCC2,7,-1,4,5,6,-16,-3,-2.0,1
Cc1cc(C)nc(-n2nc(C)cc2NC(=O)CNCc2ccccc2)n1,-1,-1,3,-1,-9,-23,2,-3.8,1
N#Cc1ccc(NC(=O)COC(=O)CNC(=O)C2CCCCC2)cc1,3,-5,-2,-1,-5,24,4,0.0,1
Cc1ccnc(SCCn2c(N3CCC(C)CC3)nc3c2c(=O)[nH]c(=O)n3C)n1,1,1,-1,·,-8,6,-3,-0.6,2

# 2 compounds from above, reduced to CHRM4 PAM, CRFBP-R2 block and CHRM5 antagonist:
mol | CHRM4 PAM | CRFBP-R2 block | CHRM5 antagonist
N#Cc1ccc(NC(=O)COC(=O)CNC(=O)C2CCCCC2)cc1 | -2 | 24 | 3
Cc1ccc(S(=O)(=O)N[C@@H](CC(C)C)C(=O)N2CCC(C(=O)N[C@@H](Cc3ccccc3)C(=O)O)CC2)cc1 | 4 | 5 | 6

# Reprinted at random: 2 entries already listed.
SMILES,CHRM5 antagonist,CHRM5 agonist,CHRM4 PAM,IDE cell inh,M4 antag,CRFBP-R2 block,CHRM5 PAM,CRFBP-R2 agonist,M4 ag
N#Cc1cc2c(nc1SCC(=O)Nc1nccs1)CCCCC2,7,-1,4,5,6,-16,-3,-2.0,1
CCN(CC)CCCn1c2c(c(SCC(=O)Nc3ccc(C)c(F)c3)nc1=O)CCC2,0,-7,-7,-1,8,-2,2,0.8,0

# Remaining list, next part
SMILES,CHRM5 antagonist,CHRM5 agonist,CHRM4 PAM,IDE cell inh,M4 antag,CRFBP-R2 block,CHRM5 PAM,CRFBP-R2 agonist,M4 ag
Cc1ccc(NCc2nnc(SCC(=O)NCc3ccco3)n2CC2CCCO2)c(C)c1 (configuration not stated),1,-3,4,1,-2,-8,0,-0.9,0
O=C1CSC(=NC(=O)c2ccccc2)N1,-9,-1,16,-1,-16,5,1,1.5,0
C/C(=N/NC(=O)c1ccc(Br)o1)C(C)C,-2,-2,2,0,12,8,6,2.1,1
Cc1cccc(CSCC(=O)NCc2ccc(S(N)(=O)=O)cc2)c1,2,-4,2,4,7,6,5,-1.1,1
CCOC(=O)C1CCCN(CC(O)COc2cccc(C)c2)C1 (configuration not stated),3,-9,-6,3,-1,9,-4,-2.2,0
Cc1ccccc1-n1nc2c(c1NC(=O)C(C)C)CS(=O)(=O)C2,12,-1,2,-2,4,-1,-3,0.0,1
CCOC(=O)c1c(NC(=O)CSc2nnc3ccccn23)sc2c1CCC2,-4,-5,5,2,0,-9,1,-1.6,0
O=C(CNc1ccc2c(c1)OCO2)N/N=C\c1cn(Cc2ccccc2)c2ccccc12,-4,-2,-5,1,-1,-26,-5,-0.7,1
C[C@H]1CN([C@@H](C)CO)C(=O)CCCn2cc(nn2)CO[C@@H]1CN(C)C(=O)Cc1ccccc1,-4,1,5,·,-17,-6,3,0.1,1
CCCNC(=O)c1ccc(Cl)c(Cl)c1,-6,1,3,3,-10,17,-2,2.1,0
Cc1ccc(CCNC(=O)C2CCN(C(=O)c3sccc3-n3cccc3)CC2)cc1,4,6,4,-3,10,31,-6,-1.9,5
COc1ccc(-c2noc(N3CCC(C(=O)NCCCN4CC(C)CC(C)C4)CC3)n2)cc1 (configuration not stated),-6,-3,0,-2,2,-4,4,2.3,3

# Quoted from the listing:
# CHRM4 PAM, `C[C@H]1CN([C@@H](C)CO)C(=O)CCCn2cc(nn2)CO[C@@H]1CN(C)C(=O)Cc1ccccc1` is entered as 5
# CHRM4 PAM, `COc1ccc(-c2noc(N3CCC(C(=O)NCCCN4CC(C)CC(C)C4)CC3)n2)cc1` (configuration not stated) is entered as 0
# CRFBP-R2 block, `CCOC(=O)c1c(NC(=O)CSc2nnc3ccccn23)sc2c1CCC2` is entered as -9
# CHRM5 PAM, `CCCNC(=O)c1ccc(Cl)c(Cl)c1` is entered as -2
# CRFBP-R2 agonist, `Cc1ccc(CCNC(=O)C2CCN(C(=O)c3sccc3-n3cccc3)CC2)cc1` is entered as -1.9
# IDE cell inh, `C/C(=N/NC(=O)c1ccc(Br)o1)C(C)C` is entered as 0

# Carrying on:
SMILES,CHRM5 antagonist,CHRM5 agonist,CHRM4 PAM,IDE cell inh,M4 antag,CRFBP-R2 block,CHRM5 PAM,CRFBP-R2 agonist,M4 ag
O=C(c1ccc(S(=O)(=O)Nc2ccc(F)cc2)cc1)N1CCN(c2ccccn2)CC1,20,21,-21,-2,17,-9,-32,2.6,20
CCc1nnc(NC(=O)CCC(=O)N2CCN(CCOc3ccc(C)cc3)CC2)s1,0,0,-8,3,5,-5,4,-0.9,2
Cc1cc(COc2ccccc2OCc2cc(C)no2)on1,1,0,12,5,7,0,-2,-0.6,0
CCOC(=O)/C(=N\Nc1ccccc1Cl)N1CCN(c2ccccc2OC)CC1,-1,-6,-2,6,-11,-6,5,1.2,-2
O=C(NC(=S)N1CCOCC1)c1cc2ccccc2o1,3,1,1,2,7,2,-2,-1.1,0
CN(C(=O)c1ccc(-c2ccccc2)cc1)C1CCCCC1,3,-3,0,2,-2,-5,2,-1.1,0
CCCC[C@H]1C2=C3[C@@H](CC(C(=O)OC)=C[C@@H](C(=O)OC)[C@H]3C(C)(C)C2=O)n2c(=O)n(-c3ccccc3)c(=O)n21,12,0,0,2,-1,25,3,-0.5,1
CCOC(=O)C1=C(C)N(CC(C)C)C(=O)/C1=C\c1cccs1,-6,2,3,2,0,-9,4,-0.8,0
N#Cc1ccccc1CSc1nc(N)cc(N)n1,2,2,1,·,-7,6,-7,6.0,2
COC(=O)Cc1c(C)c2ccc(OC(C)C)cc2oc1=O,-6,-8,-2,6,-5,7,6,-3.9,1
COc1ccc(/C=N/NC(=O)CCCCCNC(=O)c2ccccc2)cc1,0,-2,-8,-4,-5,15,-5,-1.4,1
CCOc1ccc(-c2c(C(=O)N/N=C(\C)c3cccs3)nnn2-c2nonc2N)cc1,0,1,1,6,0,-52,-3,4.6,2
CC1Sc2ccc(S(=O)(=O)CCC(=O)NCc3ccc(Cl)cc3)cc2NC1=O (configuration not stated),7,-1,-9,2,-2,-6,-3,2.5,10
CN(C)CCN1CCN(C2CN(C3CCCCC3)S(=O)(=O)C2)CC1 (configuration not stated),0,1,-6,·,1,·,3,·,0
COc1ccc(C(=O)NCc2ccccc2OC)c(OC)c1,6,-3,3,15,0,0,2,-0.2,-1
O=C(OC1CCCCC1)c1cc2ccccc2oc1=O,-2,-7,-2,7,-5,-12,5,-0.2,0
NS(=O)(=O)c1ccc(CCNC(=O)c2cccc3ccccc23)cc1,-7,-3,1,3,-6,0,3,0.0,2
CCOc1ccccc1C(=O)N(C)CC(=O)Nc1ccc(OC)cc1,2,-1,5,·,-12,3,1,-0.9,2
CS(=O)(=O)N1CCN(c2ccccc2NC(=O)c2ccco2)CC1,-10,2,-6,-2,3,-4,1,-0.6,4
C=CCC1(C(=O)NCCO)CCN(C(=O)OC(C)(C)C)CC1,14,-1,7,-3,7,0,1,-0.4,1
COc1cc(CN2CCNC(=O)C2CC(=O)NCCC2=CCCCC2)cc(OC)c1 (configuration not stated),-1,-3,8,-1,-11,-13,1,-6.6,1
O=C(O)Cc1ccc(NS(=O)(=O)c2ccc3c(c2)OCCO3)cc1,0,2,4,·,-2,2,2,-0.6,0
COc1ccc(S(=O)(=O)N(C)C)cc1NC(=O)c1ccc(OCC(=O)N2CCOCC2)c(OC)c1,1,2,-1,-4,-1,-16,-2,0.2,8
Cc1ccc(Cn2cc(-c3ccccc3)nn2)cc1,8,2,1,0,-4,-1,-11,0.7,6
CC(C)(C)c1cc(CCC(=O)N2CCCC2)cc(C(C)(C)C)c1O,14,-3,13,-4,-3,-6,-2,0.0,1
CCn1c2ccccc2nc2cc3c(cc21)c(Cl)c(=O)c1ccccc13,2,1,-4,·,-5,-10,1,2.1,1
C=CCSc1nnc2nc3[nH]c4c(C)cccc4c3nn12,0,-3,-1,1,-7,-9,-2,2.7,1
Cc1[nH][nH]c(=O)c1C(c1ccc(-c2cccc(Cl)c2)o1)c1c(C)[nH][nH]c1=O,6,-5,-13,2,0,-7,0,2.1,1
CC(C(=O)NC1C=CS(=O)(=O)C1)N1C(=O)/C(=C/c2cccc(Cl)c2)SC1=S (configuration not stated),15,-4,-4,8,-5,-6,-10,0.3,3
O=C(O)c1ccc(OCC(O)Cn2c3ccccc3c3ccccc32)cc1 (configuration not stated),0,5,-8,7,-2,-11,8,-0.2,10
CCCCCC(=O)Nc1cc(S(=O)(=O)N2CCCCC2)ccc1N1CCOCC1,8,-4,1,0,-7,-4,5,1.0,0
Cc1cc(C(=O)OCC(=O)NCCN2C(=O)CSC2=O)ccc1[N+](=O)[O-],3,1,6,-3,-4,14,1,0.0,1
O=C(Nc1ccc2c(c1)OCO2)c1cccc(S(=O)(=O)N2CCCC2)c1,4,-9,-4,7,-1,-14,-4,5.5,-3
Cc1cc(C)cc(N(C(=O)Cc2cccs2)C(C(=O)NC2CCCC2)c2ccc(C)o2)c1 (configuration not stated),2,1,0,-13,1,14,3,1.0,0
CCCn1c(SCC(=O)Nc2cccc(Cl)c2Cl)n[nH]c1=O,-5,7,-5,1,0,-2,3,0.2,1

# Sorted by the number under M4 antag (lowest first): some entries from above.
Molecule	M4 antag
C=CCSc1nnc2nc3[nH]c4c(C)cccc4c3nn12	-7
Cc1cc(C(=O)OCC(=O)NCCN2C(=O)CSC2=O)ccc1[N+](=O)[O-]	-4
CC(C)(C)c1cc(CCC(=O)N2CCCC2)cc(C(C)(C)C)c1O	-3
Cc1cc(C)cc(N(C(=O)Cc2cccs2)C(C(=O)NC2CCCC2)c2ccc(C)o2)c1 (configuration not stated)	1

# The order is random; any-hit rate near 2.9%.
